# SR-BI DiI inh: inhibitors of mouse SR-BI mediated HDL lipid uptake; inhibition, % at 12.5 µM; 320,000 compounds, 0.96% hits; ldlA[mSR-BI] CHO cells, DiI-HDL uptake fluorescence, 3 h; AID 488896; Q61009;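 active = mean replicate inhibition of at least 70% and a set share of replicates each scoring 70 or more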;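 note: 0% = median of neutral control wells and 100% = median of positive control wells; values of inactives mirror those of a sister screen read the other way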
# SR-BI uptake up: SR-BI HDL lipid transfer activation; AID 504775; CHO ldlA[mSR-BI] cells, DiI-HDL uptake fluorescence, 3 h; 100 = double the neutral-control signal; 320,000 compounds, 0.096% hits; activation, % at 12.5 µM;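 active = mean replicate activation of at least 60% and every replicate at or above 60%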;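 note: 0% = median plate neutral-control signal and 100% = twice that signal; values of inactives mirror those of a sister screen read the other way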
#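 Material: SR-BI-overexpressing, LDLR-lacking CHO cells | Dosing: Single compound concentration, delivered by pin transfer | Probe or stimulus: Labelled HDL, 10 µg/mL | Signal: Bottom-read cell fluorescence after medium removal, ex 550/em 595 nm | Schedule: 3 h, 37 °C | Evaluation: HDL uptake via cellular fluorescence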
# SUMO Mot1 rescue: inhibitors of SUMOylation pathway: yeast Mot1-301 growth rescue; S. cerevisiae Mot1-301 growth rescue, ATP luminescence, 38.5C; percent above DMSO median, 100 means doubled; growth rescue, % at 18.8 µM; 320,000 compounds, 1% hits; AID 2716;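 active = every valid replicate shows activation above 250% relative to neutral control wells; inactive = the rest, any valid replicate at or below 250%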;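 note: OY570 slx delta 5 strain wells were the positive control but not used for scaling; some compounds called inactive have numbers as strong as hits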
# DSG3 Ab inh: inhibitors of pemphigus antibody binding to human desmoglein-3 | binding (percent of control), % at 10 µM | AID 588358 | DSG3-coupled beads, scFv-anti-DSG3-GFP binding, flow cytometry; active compounds read low | P32926 | 310,000 compounds, 0.48% hits;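 active = binding more than 3 SD below its plate's average and above zero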;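 note: hits lower antibody fragment binding to DSG3; some compounds called inactive have numbers as strong as hits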
# MITF TRPM1 HTS: MITF TRPM1 promoter activation in melanoma cells | SK-MEL-5 TRPM1-promoter luciferase, 24 h; % of positive control, neutral wells = 0 | activation, % at 12.5 µM | 300,000 compounds, 0.75% hits;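 active = mean activation of at least 80% with every replicate also reaching 80%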;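 note: 0% = neutral control wells and 100% = parthenolide positive control wells; values of inactives mirror those of a sister screen read the other way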
# NSD2 HMT inh: inhibitors of human histone methyltransferase NSD2; AID 743445; NSD2 peptide methylation, AlphaScreen, 120 min; 310,000 compounds, 0.54% hits; inhibition, % at 12.5 µM; in the data active = inhibition above about 50%
# PKA-R2B activ: activates the human PKA-R2B holoenzyme complex. PKA-R2B holoenzyme dissociation, Cy5-IP20 fluorescence polarization; R2B truncated from residue 108, S112A mutant; 0% DMSO only, 100% 113 µM cGMP. 340,000 compounds, 0.079% hits. activation, % at 11.4 µM. P22694+P31323;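 active = activation above a cutoff set at the mean over all compounds plus 3 SD, cut at about 18% in these data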;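 note: higher means more holoenzyme dissociation and a rise in polarization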
# Target sequence (P31323 whole entry, looked up, other chains not shown, the tested form may be a part): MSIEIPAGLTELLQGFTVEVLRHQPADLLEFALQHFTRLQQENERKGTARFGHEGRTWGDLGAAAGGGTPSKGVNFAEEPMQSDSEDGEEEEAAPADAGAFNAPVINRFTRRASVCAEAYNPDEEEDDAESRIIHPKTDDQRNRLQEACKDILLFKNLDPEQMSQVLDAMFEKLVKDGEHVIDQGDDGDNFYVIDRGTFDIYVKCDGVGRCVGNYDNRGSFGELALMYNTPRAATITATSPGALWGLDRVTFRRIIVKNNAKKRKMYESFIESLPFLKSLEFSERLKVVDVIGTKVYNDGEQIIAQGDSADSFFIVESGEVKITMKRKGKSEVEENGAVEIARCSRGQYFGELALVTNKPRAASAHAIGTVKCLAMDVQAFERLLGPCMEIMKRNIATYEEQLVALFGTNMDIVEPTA
# PKA-R1A act: PKA-R1A complex activation. P00514+P68181. PKA-R1A dissociation, Cy5-IP20 fluorescence polarization; scaled: DMSO 0%, 113 µM cGMP 100%. activation, % at 11.4 µM. 340,000 compounds, 0.083% hits;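 active = percent activation above the mean of all tested compounds plus 3 SD, cut at about 19% in these data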;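 note: higher means more PKAc released from R1A so a rise in polarization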
# CDK5 p35 inh: inhibitors of human CDK5/p35 kinase; AID 488839; Recombinant CDK5/p35, ADP-Glo luminescence, 60 min; 330,000 compounds, 0.01% hits; inhibition, % at 10 µM; Q00535+Q15078;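 active = highest replicate inhibition of at least 50% and at least 75% of replicates reaching 50%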;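 note: plate controls were DMSO neutral control for no effect and GW8510 at 10 µM for full effect; many of its hits are not listed in these tables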
# Target sequence (Q00535 whole entry, looked up): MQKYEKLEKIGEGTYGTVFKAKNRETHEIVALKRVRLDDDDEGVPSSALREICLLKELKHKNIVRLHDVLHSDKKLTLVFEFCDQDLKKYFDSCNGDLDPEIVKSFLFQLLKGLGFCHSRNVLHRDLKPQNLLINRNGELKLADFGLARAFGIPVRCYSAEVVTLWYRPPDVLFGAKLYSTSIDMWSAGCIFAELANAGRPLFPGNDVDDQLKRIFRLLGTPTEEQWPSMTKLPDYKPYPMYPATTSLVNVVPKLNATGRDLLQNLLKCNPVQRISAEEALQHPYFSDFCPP
# Target sequence (Q15078 whole entry, looked up): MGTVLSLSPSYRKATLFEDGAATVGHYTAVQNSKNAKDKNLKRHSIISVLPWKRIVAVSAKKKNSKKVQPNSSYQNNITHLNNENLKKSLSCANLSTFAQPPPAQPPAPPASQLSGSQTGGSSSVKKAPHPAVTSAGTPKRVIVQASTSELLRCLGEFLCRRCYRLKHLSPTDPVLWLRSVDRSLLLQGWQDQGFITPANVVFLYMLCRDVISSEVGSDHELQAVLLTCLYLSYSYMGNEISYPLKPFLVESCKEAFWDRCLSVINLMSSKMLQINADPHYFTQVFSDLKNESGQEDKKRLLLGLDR
# Arr AP2 block: blocks beta-arrestin peptide binding to AP2 adaptin; FITC-arrestin peptide / GST-AP2 beads, flow cytometry; AP2 beta2 appendage carries R879A mutation; inhibition, % at 10 µM; 340,000 compounds, 0.31% hits;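 active = inhibition above a set limit, near 3 SD of compounds lacking own fluorescence, cut at about 54% in these data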;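 note: plate controls were DMSO wells for no effect and 5 µM unlabelled arrestin peptide for full effect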
#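 Material – GST-tagged AP2 beta2-adaptin appendage (R879A) on 4 µm glutathione beads · Probe or stimulus – fluorescein-tagged arrestin peptide at 50 nM final · Timing – 12 min plus 1 h, RT · Detection – bead flow cytometry, FITC channel · Read-out basis – inhibition as reduced fluorescein signal on beads, percent · Medium – PBS plus Tween 20 (0.05%) and BSA (0.1%)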
# dFosB activator: mouse delta FosB homodimer activation. AID 493131. purified delta FosB, TAMRA-CDK5 oligo fluorescence polarization; percent of positive-control signal above neutral wells. activation, % at 25 µM. P13346. 340,000 compounds, 0.99% hits;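 active = mean activation above about 17%, with every replicate also reaching it, limit read from the data, passing the limit was not always enough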;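 note: fluorescence polarization rise as delta FosB binds a TAMRA Cdk5 AP-1 oligo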
# Active calls of the source: *; i = inactive; . = no result given; & = joins results of further samples.
SMILES,SR-BI DiI inh,SR-BI uptake up,SUMO Mot1 rescue,DSG3 Ab inh,MITF TRPM1 HTS,NSD2 HMT inh,PKA-R2B activ,PKA-R1A act,CDK5 p35 inh,Arr AP2 block,dFosB activator
COc1ccc(Oc2coc3cc(OC(=O)N4CCOCC4)ccc3c2=O)cc1,-8.6,8.6,-20.4,97.9,2.7,4.2,3.3,-7.9,-1.6,3.0,-2.5
CCOc1ccc(CCNC(=O)C2=C(C)C(=O)OC23CCC(C)CC3)cc1 (configuration not stated),0.7,-0.7,12.1,84.3,.,.,-9.5,-0.7,-1.2,-2.3,-13.6
COc1ccc(C(CNc2ncnc3sccc23)N(C)C)cc1OC (configuration not stated),.,.,i,.,-5.3,1.5,0.2,-6.3,1.9,3.1,-4.7
CCOc1ccccc1C(=O)OCC(=O)NCC1CCCCC1,-0.4,0.4,21.4,100.6,-16.0,0.1,7.0,4.1,3.8,23.3,-8.9
O=C(COC(=O)c1nc(Cl)ccc1Cl)NNC(=O)c1ccccc1,-25.6,25.6,-4.7,98.4,6.6,-0.5,-8.8,-5.0,-0.6,-3.9,-1.7
COC(=O)c1cc(Br)ccc1OC(=O)c1cccnc1,-8.0,8.0,7.1,.,.,23.9,-0.3,-0.4,-3.3,-5.1,-0.1
Cc1cccc(C2=NN(c3ccc(Br)cc3)[C@@H](C(=O)N3CCOC3=O)[C@@H]2C)c1,12.0,-12.0,.,92.2,-0.8,.,12.2,-2.7,-5.3,-2.9,0.1
COC(=O)N1C(=O)[C@](Cc2ccccc2)(c2ccccc2)N1C(=O)OC,-7.7,7.7,33.2,99.0,-28.0,.,-5.9,-0.6,0.2,29.8,2.1
COC(=O)c1ccc(/C=N/NC(=S)NC(C)C)cc1,.,.,6.0,101.4,-3.2,-0.6,-2.4,-6.6,1.1,27.3,-4.6
O=C(NCc1ccc(Cl)cc1)c1noc2c1CCCCC2,-7.0,7.0,-13.7,97.4,52.0,-2.5,-1.9,-10.8,1.4,13.2,-3.8
CCOc1ccc(C(CC(=O)O)NC(=O)C(Sc2ccccc2)c2ccccc2)cc1 (configuration not stated),-30.4,30.4,5.3,101.7,-0.4,1.0,.,.,0.8,4.5,-6.6
C=CCN(CC=C)CC(O)Cn1c2ccccc2c2ccccc21 (configuration not stated),2.3,-2.3,-0.8,124.9,11.4,-1.5,6.7,0.9,-0.1,-14.9,-7.8
COC(=O)c1ccccc1NC(=O)COC(=O)c1cccnc1,26.8,-26.8,0.6,96.7,.,0.6,-13.4,3.8,-2.0,-6.3,-8.7
C/C=C/C(=O)Nc1ccc(N2CCN(c3ccc(C(F)(F)F)cn3)CC2)nc1,12.6,-12.6,-11.3,123.1,-3.9,-2.0,7.6,5.0,0.0,21.6,4.4
Nc1cc2c(cc1N)-c1ccccc1C2,29.3,-29.3,.,.,31.9,9.1,1.0,4.8,1.0,17.4,5.6
N#Cc1nc(-c2cccs2)oc1NCc1ccco1,7.0,-7.0,38.7,90.1,8.7,3.7,10.1,6.8,1.4,10.3,-11.1
CCOC(=O)C1CCCN(Cc2c(Cl)cccc2Cl)C1 (configuration not stated),-6.4,6.4,-3.8,97.3,12.8,-14.2,-9.6,-9.5,2.7,13.1,2.5
Cc1cccc2nc(CNC(=O)C3CCC(=O)N(Cc4ccccc4F)C3)cn12 (configuration not stated),-35.1,35.1,-7.3,99.8,-3.5,5.5,-0.7,-4.8,1.1,8.0,-2.0
COc1ccc(CNc2ccc3c(c2)ncn3-c2ccccc2OC)cc1,54.8,-54.8,21.3,102.2,6.9,2.7,5.9,-2.4,1.0,27.9,-0.2
N#CCN1CCN(CC(=O)Nc2ccc(OCc3ccccc3)cc2)CC1,18.9,-18.9,5.8,103.5,13.5,-7.4,-10.7,-3.9,-0.3,-9.5,3.8
O=P(O)(O)c1ccccc1OCCCCCOc1ccccc1P(=O)(O)O,-0.5,0.5,-4.3,93.8,8.6,0.4,-21.4,5.1,0.5,-5.6,-4.2
CCOC(=O)C1CCCN(S(=O)(=O)Cc2ccccc2Cl)C1 (configuration not stated),4.1,-4.1,162.4,108.2,1.2,-4.4,3.5,2.1,1.0,3.7,1.7
CCOC(=O)C1C(C#N)=C(N)OC(C)=C1c1ccncc1 (configuration not stated),-5.5,5.5,-20.9,.,4.9,.,5.2,0.8,-0.9,6.1,-6.4
COc1ccc(N2CCCn3c2nc2c3c(=O)n(Cc3ccccc3)c(=O)n2C)c(OC)c1,11.2,-11.2,-15.9,106.9,-5.9,0.2,-8.7,-7.5,0.6,8.0,-7.8
COc1cc(C2CC(=O)NC3=C2C(=O)CC(C)(C)C3)ccc1O (configuration not stated),-5.5&4.5,5.5&-4.5,7.2,102.7,-7.3,-1.7,8.6,-12.7,1.4,1.3,4.9
# Additional structures
SMILES,SR-BI DiI inh,SR-BI uptake up,SUMO Mot1 rescue,DSG3 Ab inh,MITF TRPM1 HTS,NSD2 HMT inh,PKA-R2B activ,PKA-R1A act,CDK5 p35 inh,Arr AP2 block,dFosB activator
NNC(=O)c1ccc(N2CCc3ccccc32)c([N+](=O)[O-])c1,78.6*,-78.6,15.0,.,-4.6,9.2,-9.8,-14.3,-1.8,-6.8,0.1
CN(C(=O)COC(=O)CNC(=O)CNC(=O)c1ccc(Cl)cc1Cl)c1ccccc1,-0.3,0.3,21.8,97.4,-4.5,-1.0,-9.1,-12.4,-0.4,14.7,-1.6
Brc1ccc(C2=Nn3c(nnc3-c3cccnc3)SC2)s1,18.8,-18.8,-8.7,46.7,9.3,.,6.3,-7.9,-0.7,5.6,-33.3
O=C(NC1CCCCC1)c1ccc(CNc2nc(=S)[nH]c3ccccc23)cc1,6.7,-6.7,-14.3,106.0,-6.4,1.7,-4.7,-2.9,-1.1,40.8,19.3*
CCOC(=O)N1CCC(NC(=O)CN2C(=O)CCSc3ccccc32)CC1,3.5,-3.5,0.8,109.3,-0.3,.,-4.8,5.5,0.1,-0.6,1.8
Oc1c(Cl)cc(CN2CCCCC2)c2cccnc12,-3.4,3.4,-0.4,.,-62.7,.,0.2,9.4,-1.1,19.8,-14.7
COc1ccc(NC(=O)c2cc(SC)ccc2Cl)cc1,9.6,-9.6,48.5,94.7,-6.3,-2.4,1.3,-6.6,.,-1.8,4.2
COc1cc(C(=O)NNC2=CC(=O)CC(C)(C)C2)cc(OC)c1OC,10.0,-10.0,-0.9,127.4,-2.4,-0.5,-5.2,-4.4,-1.5,5.3,-4.7
COc1ccc(S(=O)(=O)Oc2ccc3c(c2)O/C(=C\c2cccnc2)C3=O)cc1,-1.7,1.7,5.5,97.3,-8.9,34.7,-1.2,1.4,-2.7,-0.4,-13.4
CC1(C)CNC(=O)C=C(c2ccccc2)C1,-12.5,12.5,-2.5,104.8,-3.9,-0.7,-5.9,-8.6,5.2,11.3,-5.6
CC(=O)Nc1ccc(C(=O)N2CCN(S(=O)(=O)c3ccc4c(c3)OCCCO4)CC2)cc1,-15.2,15.2,-0.3,.,0.7,29.8,10.2,3.1,-2.3,17.4,-3.3
CC(=O)Nc1ccc(S(=O)(=O)N2CCN(CC(=O)NC3CCCC3)CC2)cc1,-12.2,12.2,.,.,-1.7,-1.5,-0.9,-1.5,0.4,4.0,0.5
CCOc1ccccc1OCCCOc1ccc([N+](=O)[O-])cc1Cl,31.3,-31.3,5.9,122.6,73.1,-1.0,-15.2,-7.5,-0.6,4.2,8.5
CS(=O)(=O)Nc1ccc2c(c1)nc1n2CCOC1,18.6,-18.6,-0.3,104.1,-8.2,0.3,-3.0,-18.1,0.4,4.4,-3.8
Cc1ncn(-c2ccc(C(=O)Oc3ccccc3)cn2)n1,-18.3,18.3,-12.4,85.6,-1.3,-0.4,-2.5,-10.1,0.2,-2.3,-5.5
O=C(COc1ccc(Br)cc1)N1CCCCCC1,-2.9,2.9,30.1,117.2,27.8,0.3,-8.2,0.6,0.5,-0.1,-4.7
CC1CCc2sc3c(c2C1)c(=O)n(CC(=O)O)c(=O)n3Cc1ccc(Cl)cc1 (configuration not stated),-7.0,7.0,34.4,99.6,-8.0,-0.1,6.1,-6.9,-0.1,-6.3,-3.3
Cc1cccc(N2CCN(C(=O)c3cc(S(=O)(=O)N4CCOCC4)cn3C)CC2C)c1 (configuration not stated),-12.9,12.9,-33.9,104.5,7.0,-5.6,-21.4,-2.0,-0.2,21.4,-1.8
O=C(Nc1ccc(Cl)cc1)Nc1ccc(N2CCOCC2)cc1,16.3,-16.3,9.7,93.5,.,.,-16.0,-0.5,0.6,2.5,-3.1
O=C(C1CC12CCCC2)N1CCC(CO)(Cc2ccccc2Cl)CC1 (configuration not stated),3.0,-3.0,6.1,102.7,5.1,-1.8,-6.2,-11.0,-1.4,-8.8,-5.0
CC(=Nc1ccccc1)C1=C(O)C(CC(C)C)NC1=O (configuration not stated),7.1,-7.1,.,93.2,27.0,3.3,-11.3,-4.6,8.2,17.3,-4.8
COc1cccc(C(C(=O)NC2CCCCC2)N(C(=O)c2ccco2)c2ccccc2OC)c1 (configuration not stated),.,.,14.2,91.7,.,0.6,4.8,-10.2,0.3,-4.1,-8.7
COc1ccc(C(=O)NCCSCc2ccccc2C)cc1,14.4,-14.4,7.1,103.7,.,-0.3,4.7,-8.1,-0.9,14.7,4.1
CCn1cc(/C=C(\NC(=O)c2ccc(OC)c(OC)c2)C(=O)N2CCOCC2)c2ccccc21,4.6,-4.6,-5.1,97.4,4.9,4.5,-11.9,-4.4,0.3,-4.0,-5.2

# Look-ups from the entries so far:
# O=C(NC1CCCCC1)c1ccc(CNc2nc(=S)[nH]c3ccccc23)cc1 – DSG3 Ab inh = 106.0
# CCn1cc(/C=C(\NC(=O)c2ccc(OC)c(OC)c2)C(=O)N2CCOCC2)c2ccccc21 – NSD2 HMT inh = 4.5
# Oc1c(Cl)cc(CN2CCCCC2)c2cccnc12 – SR-BI DiI inh = -3.4
